HTT aggregate – reduces HttQ103-GFP aggregates in PC12 cells; PC12 HttQ103-GFP aggregates, Acumen cytometry, 40 h; Potency, µM (series often up to 46.1 µM), inactives show top-dose activity change, negative = inhibition, most hits filed as inhibitors; 220,000 compounds, 1.1% hits; AID 1688; also: potency is read from the fitted curve at half-maximal effect; % is scaled to controls: 0 for no effect and ±100 for the full control effect; nearly all actives have a fitted effect of over 60% in size
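PC12 cells stably carrying ecdysone-inducible HTT exon 1 Q103–GFP were induced with tebufenozide (100 nM final) and treated with library compounds in titration. GFP aggregates in lysates were counted by laser scanning cytometry.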
HTT cytoprotect – Huntington cell model cytoprotection by ATP luminescence; PC12 HTT-Q103 induced, cytoprotection, ATP luminescence, 40 h; Potency, µM (titrated, usually from 56.4 µM), for inactives: cytoprotection (ATP increase), actives largely listed as activators; 230,000 compounds, 0.14% hits; AID 1471;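 also: potency is read from the fitted curve at half-maximal effect; % of control where 0% means no effect; nearly all actives have a fitted effect of over 45% in size; toxic huntingtin expression switched on by the ecdysone agonist tebufenozide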
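Quantitative HTS on tebufenozide-induced (100 nM) PC12 cells expressing HTTQ103 exon 1–GFP; compounds tested as a concentration series; survival measured via cellular ATP.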
LMNA splice mod – modulators of lamin A splicing. HeLa LMNA splicing GFP/RFP minigene ratio, 48 h. Potency, µM (doses to about 46.1 µM), for the others: top-dose ratio change, negative = inhibition, usual class: inhibitors. 200,000 compounds, 0.01% hits. AID 1487; active = well fitted inhibition curve with a large enough effect in the signal ratio, with a control signal flat, not every such curve was filed as active; inconclusive = small, poorly fitted or top-dose-only effect, or effect the other way, or a change in a side signal; the % refers to the signal ratio; also: potency is read from the fitted curve at half-maximal effect; % is scaled to controls: 0 for no effect and ±100 for the full control effect
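Read-out is the ratio of GFP to DsRed2 object intensity, acquired by 488 nm laser-scanning cytometry on HeLa lamin A-EGFP minigene reporter cells. Compound incubation 48 hrs at 37 °C in Opti-MEM with 2% FBS; DMSO 0.5% final.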
SMN2 splice enh – increases expression of the SMN2 splice variant | AID 1458 | HEK293 SMN2-luciferase splicing reporter, luminescence, 30-36 h | 210,000 compounds, 2.8% hits | Potency, µM (titrated, usually from 46.1 µM), without a hit: at the top dose activity change, positive = activation, most hits filed as activators; also: potency is read from the fitted curve at half-maximal effect; % of control where 0% means no effect; nearly all actives have a fitted effect of over 55% in size
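HEK293 cells carry an SMN2 […]–luciferase reporter in which exon 7 inclusion puts luciferase in frame. Cells were plated 10-12 h before compound addition, then incubated 30-36 h at 37C. ONE-Glo luminescence was read; sodium butyrate at 4.5 mM final served as control.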
CBFb RUNX1 block – blocks binding between human CBF-beta and RUNX1. Q01196+Q13951. AlphaScreen CBFb-His/RUNX1-biotin binding, biochemical. Potency, µM (series often up to 59.8 µM), without a hit: top-dose activity, negative = inhibition, actives largely listed as inhibitors. 230,000 tested, under 10 active. AID 1477; also: % of control where 0% means no effect
Target sequence (Q01196 whole entry, looked up): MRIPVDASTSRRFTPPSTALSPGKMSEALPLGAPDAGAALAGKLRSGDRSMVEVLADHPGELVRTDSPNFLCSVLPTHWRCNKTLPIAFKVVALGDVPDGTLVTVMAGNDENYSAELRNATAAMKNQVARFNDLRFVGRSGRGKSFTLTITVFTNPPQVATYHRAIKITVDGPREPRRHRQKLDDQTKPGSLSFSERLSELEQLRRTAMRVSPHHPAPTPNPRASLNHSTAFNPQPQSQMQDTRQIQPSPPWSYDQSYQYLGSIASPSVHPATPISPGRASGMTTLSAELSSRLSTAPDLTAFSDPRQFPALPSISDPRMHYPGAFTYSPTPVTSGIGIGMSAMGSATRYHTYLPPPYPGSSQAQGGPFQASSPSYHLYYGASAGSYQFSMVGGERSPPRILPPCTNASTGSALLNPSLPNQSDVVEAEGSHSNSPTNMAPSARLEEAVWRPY
Target sequence (Q13951 whole entry, looked up): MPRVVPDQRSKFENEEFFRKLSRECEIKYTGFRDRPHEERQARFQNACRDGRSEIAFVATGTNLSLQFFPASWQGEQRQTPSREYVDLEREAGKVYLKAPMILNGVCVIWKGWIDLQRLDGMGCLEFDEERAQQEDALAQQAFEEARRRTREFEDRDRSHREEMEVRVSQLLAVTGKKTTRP
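Room-temperature protein-protein interaction test with 30 nM each of His-tagged CBF-beta and biotinylated RUNX1, 15 min with compound, then 90 min with nickel plus streptavidin beads. Signal read in AlphaScreen mode.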
KinaseGlo FLuc – Kinase-Glo luciferase inhibition (counter-screen). Q27757. Kinase-Glo luciferase, ATP luminescence, 8 min. Potency, µM (doses to about 38.3 µM), inactives show at the top dose activity change, negative = inhibition, hits mostly inhibitors. 200,000 compounds, 0.28% hits. AID 1379; also: potency is read from the fitted curve at half-maximal effect; % is scaled to controls: 0 for no effect and ±100 for the full control effect; nearly all actives have a fitted effect of over 60% in size
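Luminescence was the read-out, taken after 8-minute incubation at ambient temperature. Luciferase turned over luciferin with 10 uM ATP in imidazole pH 7.2 buffer containing KCl, MgCl2, Tween 20 and BSA.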
IMPase Li inh – IMPase inhibition in cells with lithium potentiation. 210,000 compounds, 0.35% hits. Potency, µM (highest dose often 59.4 µM), for inactives: at the top dose activity, negative = IMPase inhibition, usual class: inhibitors. CHO-M1 cells, IP1 TR-FRET (IP-One), carbachol + lithium. AID 1457;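 also: IP1 builds up when IMPase is blocked and the TR-FRET signal falls; potency is read from the fitted curve at half-maximal effect; plate controls were basal vehicle for no effect and high inhibitor control for full effect; nearly all actives have a fitted effect of over 50% in size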
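Concentration–response in CHO-M1 cells, lithium-potentiated; 30 min at 37C. IP1 detected by competitive TR-FRET after 10 min lysis at RT. Hill-fitted AC50.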
* hit, by the source's call; u = inconclusive; x = no result given; & = joins results of further samples; ! = a repeat was not active; [ ] = another dose, or the depositor's remark. Unless noted, calls follow the shape of the dose curve; as a rule, active = well fitted curve in the direction sought with a large enough effect; inconclusive = small, poorly fitted or top-dose-only effect, or another doubt; inactive = no such curve, though single readings can be large; an effect the other way counts as inactive or inconclusive.

SMILES	HTT aggregate	HTT cytoprotect	LMNA splice mod	SMN2 splice enh	CBFb RUNX1 block	KinaseGlo FLuc	IMPase Li inh
CCOc1ccc(NCC(=O)c2ccc(C)cc2)cc1	11µM*	-221%[inhibitor]	2%[46 µM]	-6%	1%	-2%	3%
O=C1C2C3CCCC3=C3CCCC3C2C(=O)N1c1cccc(Cl)c1 (configuration not stated)	5%	-45%	0%	-7%	0%	-2%	17%[38.3 µM]
O=C(NCCCNC(=O)c1ccco1)c1ccco1	25%	-9%	4%	x	4%	x	x
COc1ccc(N(CC(=O)NC2CCCCC2)S(=O)(=O)c2cccnc2)cc1	-12%	-7%	7%	4%	-4%	1%	-1%[38.3 µM]
O=C(COC(=O)C1CC1)Nc1ccc(OC(F)F)cc1	-9%	-5%	4%	-6%	5%	-2%	0%[38.3 µM]
COc1cc(C(=O)NC(=S)Nc2ccc3c(c2)OCO3)cc(OC)c1OC	-2%[9.22 µM]	15%[10 µM]	x	x	u	x	x
Cc1ccnc(NC(=O)CCC(=O)N(CC(=O)NC(C)(C)C)c2ccc3c(c2)OCCO3)c1	x	x	6%[46 µM]	3%	-1%	0%	4%
Cc1ccc(/C=C/C(=O)NCc2cccs2)c(C)c1	-8%	-67%[inhibitor]	x	x	11%	5%	7%
NS(=O)(=O)c1cccc(NC(=O)CSc2nc3ccccc3n2-c2ccccc2)c1	7%	4%[10 µM]	x	-7%	1%	0%	7%
Clc1ccc2c(c1)C(N1CCNCC1)=Nc1ccccc1O2	4%&-2%	0.35µM*!	u	-64%[inhibitor]	12%	2%	22%&32%&17%&22%&5%
CC1CC(C(F)(F)F)n2nc(C(=O)O)cc2N1 (configuration not stated)	21%	4%	6%	7%	7%	-5%	6%[38.3 µM]
CNC(=O)NC1CCCCc2sccc21 (configuration not stated)	2%	-12%	u	-11%	6%	-5%	0%[38.3 µM]
CN(C)c1c(N)c(=O)oc2ccccc12	20%[9.22 µM]	26%[10 µM]	-16%[46 µM]	x	6%	3%	2%
O=C(CN1C(=O)C2C3C=CC(C3)C2C1=O)NCc1ccccc1 (configuration not stated)	17%	-13%	u	3%	-1%	1%	7%[38.3 µM]
CC(C)(C)c1ccc(C(=O)NCC(=O)OCC(=O)Nc2nc(-c3ccc(F)cc3)cs2)cc1	2%	x	x	17%	0%	0%	8%
Cn1c(=O)c2c(nc(NC3CCCCC3)n2CC(=O)C23CC4CC(CC(C4)C2)C3)n(C)c1=O	-14%	1%[10 µM]	-19%	13%	-3%	3%	11%
COc1cccc(C(=O)/C=C/Nc2cccc(O)c2)c1	-5%	-94%[inhibitor]	-6%	-6%	-4%	u	22%[38.3 µM]
Nc1nc(SCC(=O)O)[nH]c(=O)c1N	x	-5%[10 µM]	x	-16%[9.22 µM]	x	-3%[7.66 µM]	3%
COC(=O)c1ccc(N/C(=N/S(=O)(=O)c2ccccc2)c2ccccc2)cc1	-2%	13%[10 µM]	-2%	x	-1%	x	x
O=c1c(Cc2ccc(Cl)cc2)c(O)ccn1Cc1ccncc1	19%	-22%	x	-10%	7%	1%	2%
COC(=O)N1CCC2(CCN(C(=O)Nc3cccc(C#N)c3)CC2)CC1	x	u	x	2%	x	0%	0%
O=C(Nc1ccc(Br)cc1)C1CCCN(S(=O)(=O)c2cccnc2)C1 (configuration not stated)	-17%	-18%	x	x	6%	x	-10%
CCS(=O)(=O)c1nc2ccccc2n1CC(=O)N1CCOCC1	2%	20%[10 µM]	-8%	1%	10%	3%	-7%
COc1ccccc1/C=C/C(=O)Nc1ccc2c(c1)CCC2	-14%	u	u	13µM*	-3%	-1%	8%
COc1cccc(NC(=O)c2ccc(-n3cccn3)nc2)c1	-5%	-35%[inhibitor]	-12%	-18%	4%	-11%	u
Cn1c(=O)[nH]c(=O)c2c1nc(N1CCCCCC1)n2Cc1cccc2ccccc12	u	3%	8%	-4%	2%	-1%	8%[38.3 µM]
CC(NC(=O)Cc1cccc(C(F)(F)F)c1)c1ccc(F)cc1 (configuration not stated)	19%	-6%	-3%[46 µM]	7%	27%	0%	-6%
O=C1/C(=C/c2ccncc2)N=C2CCCCCN12	-9%[9.22 µM]	7%[10 µM]	x	x	7%	x	x
O=c1cc[nH]c2c(C(F)(F)F)cccc12	-10%	10%	14%	u	2%	2%	18%[38.3 µM]
COC(=O)[C@H](CCSC)NC(=O)NCc1ccccn1	6%	1%	1%	x	3%	x	x
CC(=O)Nc1ccc(OS(=O)(=O)c2cc(Cl)ccc2C)cc1	1%	-27%	-1%[46 µM]	0%	3%	1%	13%
CCOC(=O)Cn1c(C)nc2ccccc21	8%	0%	14%	3%	-1%	3%	7%[38.3 µM]
N/C(=N\OC(=O)Nc1cccc(C(F)(F)F)c1)c1ccno1	-2%[9.22 µM]	33%[10 µM]	x	x	7%	x	x
O=C(CCc1ccc(S(=O)(=O)NCCc2ccccc2)cc1)Nc1ccc2c(c1)OCO2	1%	-6%	-10%	29%	-8%	-7%	10%[38.3 µM]
COC(=O)c1sc(N)nc1C(C)(C)C	-5%	5%[10 µM]	-6%	-1%	4%	2%	17%[38.3 µM]
CCNCCNC(=O)c1c(O)c2ccccc2n(CC)c1=O	u	-12%[10 µM]	2%	-3%	-4%	1%	-2%[38.3 µM]
O=C(Cc1c(F)cccc1Cl)N(Cc1ccccc1)c1ccccn1	10%	-50%[inhibitor]	6%[46 µM]	-1%	8%	2%	17%
O=C(NNC(=O)C1CC1)c1ccc(-c2ccccc2)cc1	5%	6%	-9%	-7%	2%	-3%	21%[38.3 µM]
Clc1ccccc1-c1nnn(Cc2ccc(-c3nn[nH]n3)cc2)n1	0%	4%[0.074 µM]	4%	u	u	4%	16%[38.3 µM]
Cc1cccc(OCC(=O)Nc2ccc3c(c2)nc(CN2CCCCC2)n3C)c1	-15%[9.22 µM]	-5%[10 µM]	x	-62%[inhibitor]	1%	x	x

Part of the list above, in CSV form.
SMILES,HTT aggregate,HTT cytoprotect,LMNA splice mod,SMN2 splice enh,CBFb RUNX1 block,KinaseGlo FLuc,IMPase Li inh
CC(=O)Nc1ccc(OS(=O)(=O)c2cc(Cl)ccc2C)cc1,1%,-27%,-1%[46 µM],0%,3%,1%,13%
O=C(NNC(=O)C1CC1)c1ccc(-c2ccccc2)cc1,5%,6%,-9%,-7%,2%,-3%,21%[38.3 µM]

Next section:
SMILES	HTT aggregate	HTT cytoprotect	LMNA splice mod	SMN2 splice enh	CBFb RUNX1 block	KinaseGlo FLuc	IMPase Li inh
CC(C(=O)c1c[nH]c(C(N)=O)c1)c1ncc(C(F)(F)F)cc1Cl (configuration not stated)	u	-17%	-3%[9.22 µM]	-14%	-3%	-2%	5%
Cc1ccc(/C(O)=C2\C(=O)C(=O)N(CCc3c[nH]c4ccccc34)C2c2cccnc2)cc1 (configuration not stated)	-2%	6%[10 µM]	7%[9.22 µM]	1%	6%	2%	-15%
COc1ccc(N(C(=O)c2ccn[nH]2)C(C(=O)NC(C)(C)C)c2ccc(F)cc2)cc1 (configuration not stated)	2%	20%	6%	10%	4%	-1%	20%[38.3 µM]
C=CCn1c(SCC(=O)NC(=O)NC)nnc1C1CCCCC1	9%	-9%	x	-1%	6%	-1%	-7%
Cc1cc(Cl)ccc1NC(=S)N1CCC(C(N)=O)(N2CCCCC2)CC1	-4%	19%[10 µM]	-18%	-26%	-4%	-1%	-4%
CCC(CC)C1=NN2C(=N)/C(=C\c3cc(C)n(-c4cccc(C)c4)c3C)C(=O)N=C2S1	-7%	x	u	-22%	-16%	0%	u
c1ccc2c(c1)nc(CN1CCOCC1)n1c3ccccc3nc21	-18%	-27%	-11%	-5%	-5%	-3%	4%[38.3 µM]
CCN(CC)S(=O)(=O)c1ccc(NC(=O)COC(=O)CNS(=O)(=O)/C=C/c2ccccc2)cc1	6%	-25%[10 µM]	u	13%	28%	3%	-9%

Among those listed so far, these contain an NH in an aromatic ring:
SMILES	HTT aggregate	HTT cytoprotect	LMNA splice mod	SMN2 splice enh	CBFb RUNX1 block	KinaseGlo FLuc	IMPase Li inh
Nc1nc(SCC(=O)O)[nH]c(=O)c1N	x	-5%[10 µM]	x	-16%[9.22 µM]	x	-3%[7.66 µM]	3%
Cn1c(=O)[nH]c(=O)c2c1nc(N1CCCCCC1)n2Cc1cccc2ccccc12	u	3%	8%	-4%	2%	-1%	8%[38.3 µM]
O=c1cc[nH]c2c(C(F)(F)F)cccc12	-10%	10%	14%	u	2%	2%	18%[38.3 µM]
Clc1ccccc1-c1nnn(Cc2ccc(-c3nn[nH]n3)cc2)n1	0%	4%[0.074 µM]	4%	u	u	4%	16%[38.3 µM]
CC(C(=O)c1c[nH]c(C(N)=O)c1)c1ncc(C(F)(F)F)cc1Cl (configuration not stated)	u	-17%	-3%[9.22 µM]	-14%	-3%	-2%	5%
Cc1ccc(/C(O)=C2\C(=O)C(=O)N(CCc3c[nH]c4ccccc34)C2c2cccnc2)cc1 (configuration not stated)	-2%	6%[10 µM]	7%[9.22 µM]	1%	6%	2%	-15%
COc1ccc(N(C(=O)c2ccn[nH]2)C(C(=O)NC(C)(C)C)c2ccc(F)cc2)cc1 (configuration not stated)	2%	20%	6%	10%	4%	-1%	20%[38.3 µM]

Screening data: PubChem BioAssay, National Center for Advancing Translational Sciences (NCATS)
